zfTRPN1 agonist – zebrafish TRPN1 channel agonists, primary screen, cell-based, HEK293, calcium fluorescence. 0.18% of 220,000 active. transient receptor potential cation channel N1 (TRPN1/NompC), Danio rerio. activation, % at 3 µM. HEK293 zebrafish TRPN1-YFP, Fluo-8 calcium fluorescence; 100% = response to 87 µM carbachol;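 active = activation above its plate's cutoff, the mean activation of test wells on that plate plus 3 SD, cut at about 19% in these data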;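 also: 0% = DMSO alone and 100% = 87 µM carbachol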
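Control set: carbachol 87 µM as high control, DMSO as low control; system: HEK293 stable line with zebrafish TRPN1-YFP; read-out: % activation versus carbachol response; detection: intracellular calcium fluorescence with Fluo-8; doses: single test compound dose, 3 µM nominal, 0.3% DMSO; schedule: dye 1 h 37 °C plus 30 min RT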
CHOP inh – inhibitors of CHOP promoter induction, primary screen, cell-based, unfolded protein response, luciferase reporter. CHO-K1 CHOP-promoter luciferase, tunicamycin-induced, 15-18 h. inhibition, % at 10 µM. 3.8% of 220,000 active. AID 2732, 2010;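 active = compounds that reduced the stress-induced luciferase reporter signal by more than about 70% of percent inhibition, limit read from the data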;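 also: 0% = tunicamycin plus vehicle and 100% = wells without tunicamycin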
S1P4 antagonist – S1P4 receptor antagonists, primary screen, cell-based. Sphingosine 1-phosphate receptor 4 (Homo sapiens), O95977. S1P4-expressing cells, antagonist mode, reporter read-out. inhibition, % at 4.98 µM. 0.26% of 220,000 active. AID 1510, 2009; in the data active = inhibition above about 29%;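 also: 0% = wells stimulated with agonist and 100% = vehicle wells without agonist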
EP2 modulator – EP2 receptor modulators, cAMP readout, primary screen, cell-based, HTRF cAMP, PGE2 stimulation | induction, % at 25 µM | 0.83% of 260,000 active | Prostaglandin E2 receptor EP2 subtype (Homo sapiens), P43116 | EP2-expressing cells, cAMP HTRF FRET, PGE2 co-stimulation;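 active = compounds whose cAMP rise, as percent of the full-agonist control response, exceeds 60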;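 also: rat C6 glioma line stably carrying human EP2 under a CMV promoter; the protocol text gives 20 µM as final concentration; 100% = response of wells given 1 µM PGE2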
Target sequence (P43116 whole entry, looked up): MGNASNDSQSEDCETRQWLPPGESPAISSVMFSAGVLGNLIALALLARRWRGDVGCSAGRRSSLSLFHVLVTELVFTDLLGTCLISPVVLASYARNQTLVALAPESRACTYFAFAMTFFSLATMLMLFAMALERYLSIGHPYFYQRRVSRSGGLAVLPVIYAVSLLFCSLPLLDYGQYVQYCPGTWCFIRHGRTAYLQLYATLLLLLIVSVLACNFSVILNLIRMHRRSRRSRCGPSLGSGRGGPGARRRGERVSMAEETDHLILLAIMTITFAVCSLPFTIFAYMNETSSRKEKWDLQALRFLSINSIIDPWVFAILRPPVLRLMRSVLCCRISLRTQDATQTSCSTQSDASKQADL
NPY2 pot ag – NPY-Y2 potentiators or agonists, primary screen, cell-based. Neuropeptide Y receptor type 2 (Homo sapiens), P49146. cells expressing NPY-Y2, potentiator/agonist read-out. activation, % at 3.6 µM. 0.45% of 220,000 active; in the data active = activation above about 27%;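 also: cells stimulated with NPY near EC25 plus isoproterenol at EC100; 0% = vehicle plus submaximal agonist and 100% = vehicle plus saturating agonist; some results beyond the cut were filed as inactive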
S1P4 ag – S1P4 receptor agonists, primary screen, cell-based; Sphingosine 1-phosphate receptor 4 (Homo sapiens), O95977; S1P4-expressing cell line, agonist reporter assay; activation, % at 4.98 µM; 0.35% of 220,000 active; AID 1509, 2009; in the data active = activation above about 11%;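 also: 0% = DMSO vehicle and 100% = reference agonist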
TRPML3 agonist – human TRPML3 channel agonists, primary screen, cell-based, HEK293 TRPML3-YFP, Fluo-8 calcium fluorescence, 3 µM; AID 1448, 2008; activation, % at 3 µM; 0.29% of 220,000 active; 100% = the carbachol control signal;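 active = activation above its plate's cutoff, the mean activation of the plate's test wells plus 3 SD, cut at about 12% in these data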;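 also: 0% = DMSO only wells and 100% = carbachol wells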
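Test system – HEK293 line with stable expression of human TRPML3-YFP channel · Control set – carbachol 87 µM final as high control (100%), DMSO as low control (0%) · Signal – Fluo-8 calcium dye fluorescence, ex 470-495, em 515-575 nm · Incubation – 1-h 37 °C dye load, 5-s basal, 120-s post-compound reads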
NPY1 pot ag – NPY-Y1 receptor potentiators or agonists, primary screen, cell-based; Neuropeptide Y receptor type 1 (Homo sapiens), P25929; NPY-Y1 expressing cells, potentiator/agonist activation; activation, % at 3.6 µM; 0.37% of 220,000 active; in the data active = activation above about 33%, passing the limit was not always enough;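 also: cells stimulated with NPY at EC10 then isoproterenol at EC100; 0% = low agonist plus stimulus and 100% = saturating agonist plus stimulus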
Target sequence (P25929 whole entry, looked up): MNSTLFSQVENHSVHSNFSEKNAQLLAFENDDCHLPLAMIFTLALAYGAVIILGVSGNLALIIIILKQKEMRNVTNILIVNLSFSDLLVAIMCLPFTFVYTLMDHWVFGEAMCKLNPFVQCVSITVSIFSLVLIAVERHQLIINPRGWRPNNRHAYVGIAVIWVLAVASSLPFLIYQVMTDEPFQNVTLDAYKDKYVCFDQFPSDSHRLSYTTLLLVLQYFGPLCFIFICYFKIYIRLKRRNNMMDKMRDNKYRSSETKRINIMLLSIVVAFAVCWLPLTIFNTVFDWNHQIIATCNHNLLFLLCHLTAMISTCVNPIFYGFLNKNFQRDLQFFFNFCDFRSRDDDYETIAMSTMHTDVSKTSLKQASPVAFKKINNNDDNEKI
NPY Y1 blocker – NPY-Y1 receptor antagonists, primary screen, cell-based | inhibition, % at 3.6 µM | Neuropeptide Y receptor type 1 (Homo sapiens), P25929 | AID 1040, 2008 | HEK293-CNG Y1 cells, membrane potential fluorescence; NPY at EC95, then isoproterenol | 1% of 200,000 active;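 active = inhibition above the campaign mean inhibition of all tested compounds plus 3 SD, cut at about 20% in these data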;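 also: 0% = DMSO wells given NPY plus isoproterenol and 100% = isoproterenol alone without NPY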
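Material: HEK293 Y1/CNG channel cell line | Also added: NPY (25 nM), isoproterenol (1 µM), Ro 20-1724 (25 µM) | Compound: One concentration, 3.6 µM, in 0.4% DMSO | Schedule: 3 h dye uptake, 1 h room-temperature compound, 45 min post-isoproterenol | Signal: Membrane-potential fluorescent dye readout | Read-out: % inhibition of NPY effect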
Active calls of the source: *; x = no result given; & = joins results of further samples. No enrichment for hits; overall some 6.5% were active at least once.

(1) CN1CCN(Cc2nc(-c3cccs3)no2)CC1c1ccccc1 (configuration not stated)
(2) CN(C)S(=O)(=O)c1cccc(C(=O)Nc2ccccc2Cl)c1
(3) CC1=CC(=O)C(C(C)C)=C/C1=N/OC(=O)c1cccc([N+](=O)[O-])c1
(4) Cn1c(Cn2c(=O)sc3ccccc32)nnc1SCC(=O)N1CCCC1
(5) Nc1nc(N2CCCCC2)nc(N2CCCCC2)n1
(6) Cc1c(C(=O)Nc2ccccc2)cn2c(nc3ccccc32)c1C#N
(7) Nc1ccccc1SCc1cn2cccnc2n1
(8) O=C(NCCCn1ccnc1)C(Cc1ccccc1)N1C(=O)c2ccccc2C1=O (configuration not stated)

Screen / compound no.	1	2	3	4	5	6	7	8
zfTRPN1 agonist	0.1	0.2	-0.5	1.1	-0.8	0.9	1.1	1.4
CHOP inh	5	26	49	9	29	19	10	5
S1P4 antagonist	1	4	0	-10	6	0	-18	2
EP2 modulator	-23	-2	26	8	-7	-26	-4	16
NPY2 pot ag	-4	-8	-11	11	23	1	-1	-11
S1P4 ag	1.3	-4.8	-0.9	0.6	-0.5	1.0	-2.5	-0.7
TRPML3 agonist	0.3	1.2	0.6	0.0	0.4	0.2	0.1	0.7
NPY1 pot ag	-11	-6	-31	1	8	-20	6	-4
NPY Y1 blocker	1	3	4	-4	1	-2	3	2

One compound at a time, from the list above:
CN1CCN(Cc2nc(-c3cccs3)no2)CC1c1ccccc1 (configuration not stated) across the screens: zfTRPN1 agonist = 0.1; CHOP inh = 5; S1P4 antagonist = 1; EP2 modulator = -23; NPY2 pot ag = -4; S1P4 ag = 1.3; TRPML3 agonist = 0.3; NPY1 pot ag = -11; NPY Y1 blocker = 1
Nc1ccccc1SCc1cn2cccnc2n1 across the screens: zfTRPN1 agonist = 1.1; CHOP inh = 10; S1P4 antagonist = -18; EP2 modulator = -4; NPY2 pot ag = -1; S1P4 ag = -2.5; TRPML3 agonist = 0.1; NPY1 pot ag = 6; NPY Y1 blocker = 3
O=C(NCCCn1ccnc1)C(Cc1ccccc1)N1C(=O)c2ccccc2C1=O (configuration not stated) across the screens: zfTRPN1 agonist = 1.4; CHOP inh = 5; S1P4 antagonist = 2; EP2 modulator = 16; NPY2 pot ag = -11; S1P4 ag = -0.7; TRPML3 agonist = 0.7; NPY1 pot ag = -4; NPY Y1 blocker = 2

(listing goes on)
(9) CCOC(=O)c1cnc(-c2ccccc2)nc1Oc1ccc(OC)cc1
(10) CC1CN(C(=O)COC(=O)c2ccc(Cl)nc2)CC(C)O1 (configuration not stated)
(11) CC(C)CCNC(=O)C1CC(c2cccc([N+](=O)[O-])c2)=NO1 (configuration not stated)
(12) Cc1nn(-c2ccccc2)cc1/C=N/NC(=O)c1cccs1
(13) CSc1nc(N(C)C)nc(N(C)C#N)n1
(14) Cc1ccc(CN2CCC(C(=O)NCCC(C)C)CC2)o1
(15) COC(=O)[C@H](C)NC(=O)Nc1ccc(OC)cc1OC
(16) CCCn1nnc(NC(=O)c2ccc3ccccc3c2)n1

Screen / compound no.	9	10	11	12	13	14	15	16
zfTRPN1 agonist	0.1	0.0	-0.2	1.0	0.5	2.2	0.6	0.3
CHOP inh	4	-4	13	-23	16	16	-6	-34
S1P4 antagonist	6	0	-9	-4	-13	-4	1	-6
EP2 modulator	38	5	5	-48	-1&21	9	-6	-46
NPY2 pot ag	-9	1	-4	-40	8	-5	2	-7
S1P4 ag	0.8	1.0	0.1	-0.1	0.8	-0.3	0.1	-1.9
TRPML3 agonist	0.6	0.7	-0.6	0.1	0.7	0.5	0.8	0.0
NPY1 pot ag	-16	-3	-4	-17	6	11	-12	-12
NPY Y1 blocker	10	-6	0	x	-3	-4	3	-4

(17) O=C(Cc1cccs1)N=Nc1c(O)[nH]c2ccc(Br)cc12
(18) COc1ccc(OC)c(/C=C2\SC(=S)N(Cc3cccnc3)C2=O)c1
(19) S=C(c1cn(CCOc2cccc3ccccc23)c2ccccc12)N1CCCC1
(20) Cn1nnc2cc(C(=O)NC3CCCCC3)ccc21
(21) O=C(Nc1ccc2c(c1)OCCO2)C1CCN(C(=O)c2ccc(Cl)cc2)CC1
(22) CCC(=O)N1CCc2cc(S(=O)(=O)N3CCc4ccccc4C3)ccc21
(23) COc1cc(/C=N\NC(=O)CNC(=O)C(c2ccccc2)c2ccccc2)ccc1O
(24) COc1ccc2cc(C(c3nnnn3C(C)(C)C)N3CCSCC3)c(=O)[nH]c2c1 (configuration not stated)

Screen / compound no.	17	18	19	20	21	22	23	24
zfTRPN1 agonist	-3.4	3.8	-0.9	0.8	-1.4	1.0	1.2	2.5
CHOP inh	-7	41	37	-2	4	29	11	13
S1P4 antagonist	-4	-11	-6	2	8	-13	-1	0
EP2 modulator	-8	39	15	25	-2	-15	-45	-15
NPY2 pot ag	10	2	2	-8	4	5	3	2
S1P4 ag	0.2	0.4	29*	-1.5	-1.2	1.3	0.8	1.8
TRPML3 agonist	-0.6	1.0	0.1	0.1	0.8	1.6	0.0	0.7
NPY1 pot ag	11	-8	3	-8	-1	8	11	11
NPY Y1 blocker	x	1	4	8	16	-8	x	10

(25) CCc1ccccc1OCC(=O)OCC(=O)c1c(N)n(C)c(=O)n(C)c1=O
(26) CCOc1ccc(N2CC(=O)SC2=S)cc1
(27) CC1CCCN(CC(O)COCc2ccc3c(c2)OCO3)C1 (configuration not stated)
(28) O=C(COC(=O)c1ccc(-c2ccc([N+](=O)[O-])cc2)o1)NC(=O)NC1CCCCC1
(29) COc1ccccc1-c1csc(NC(=O)c2ccc(N3C(=O)CCC3=O)cc2)n1
(30) COc1ccc(CN(Cc2cc3cc(OC)c(OC)cc3[nH]c2=O)C(=O)NC2CCCCC2)cc1
(31) O=C1CC(N2CCC(C(=O)N3CCCCC3)CC2)C(=O)N1 (configuration not stated)
(32) O=C(NCc1ccncc1)C(=O)Nc1nccs1

Screen / compound no.	25	26	27	28	29	30	31	32
zfTRPN1 agonist	3.1	1.4	0.3	0.3	12	1.2	0.5	-0.2
CHOP inh	9	52	-3	29	63	6	2	19
S1P4 antagonist	-4	4	-3	-15	3	-1	-10	5
EP2 modulator	-8	-11	5	10	-82	-16	22	3
NPY2 pot ag	-14	5	-32	4	-6	-18	3	-1
S1P4 ag	1.9	1.0	1.1	-0.4	-1.6	0.5	-4.9	0.1
TRPML3 agonist	1.5	0.9	1.1	0.2	5.6	1.1	0.9	0.8
NPY1 pot ag	1	11	7	-5	1	-41	-11	-3
NPY Y1 blocker	6	-3	2	4	-3	-2	-5	x

From entry 25 up to 26, copied from above:
(25) CCc1ccccc1OCC(=O)OCC(=O)c1c(N)n(C)c(=O)n(C)c1=O
(26) CCOc1ccc(N2CC(=O)SC2=S)cc1

Screen / compound no.	25	26
zfTRPN1 agonist	3.1	1.4
CHOP inh	9	52
S1P4 antagonist	-4	4
EP2 modulator	-8	-11
NPY2 pot ag	-14	5
S1P4 ag	1.9	1.0
TRPML3 agonist	1.5	0.9
NPY1 pot ag	1	11
NPY Y1 blocker	6	-3

Additional results follow:
(33) O=C(CCN1CCN(c2ccccc2)CC1)Nc1cccc(Br)c1
(34) NC(=O)C1(N2CCCCC2)CCN(Cc2nc(-c3cccs3)no2)CC1
(35) CC(C)CC(N)C(=O)OCc1ccc([N+](=O)[O-])cc1 (configuration not stated)
(36) CN1CCCN(C(=O)c2cc(-c3cccc4ccccc34)nc3ccccc23)CC1
(37) CC(=O)Nc1cc(C(=O)N2CCN(C)CC2)ccc1S(=O)(=O)c1ccc(C)cc1
(38) COCCCNC(=O)COc1ccc(Br)cc1Cl
(39) CC(=O)N[C@H]1C[C@@H]1c1ccccc1
(40) CC1CCC(C(C)C)C(OP(=O)(c2ccccc2)C(O)c2ccncc2)C1 (configuration not stated)

Screen / compound no.	33	34	35	36	37	38	39	40
zfTRPN1 agonist	0.6	0.9	0.7	2.9	0.1	1.7	2.5	-0.7
CHOP inh	31	17	6	-12	-7	-48	1	8
S1P4 antagonist	-15	-10	7	-15	-7	-14	-13	-14
EP2 modulator	-70	1	-5	-10	9	15	-16	23
NPY2 pot ag	-8	-7	-13	-12	-2	12	-3	9
S1P4 ag	0.1	0.0	0.7	0.4	0.1	1.3	-0.7	0.4
TRPML3 agonist	0.0	1.3	0.6	1.3	0.4	1.5	-0.5	0.3
NPY1 pot ag	-2	-9	-14	-6	-20	2	-8	5
NPY Y1 blocker	5	x	x	x	2	1	6	6

(41) Cc1ccc(N2C(=O)CSC2c2ccc3c(c2)OCO3)cc1 (configuration not stated)
(42) O=C(O)c1ccc(N2CC3CC(C2)c2cccc(=O)n2C3)c(NS(=O)(=O)c2cccc(C(F)(F)F)c2)c1 (configuration not stated)
(43) CCCC(=O)Nc1ccc(C(=O)NNC(=O)c2cccs2)cc1
(44) CC(=O)C(Sc1nc(NC(C)(C)C)nc(N(C)C)n1)C(C)=O
(45) COC(=O)CSc1nccc(-c2ccc(F)cc2)c1C#N
(46) Cc1ccc(-c2cc(-c3nnc(SCC(=O)NC(C)C(C)C)n3N)c3ccccc3n2)cc1 (configuration not stated)
(47) COc1ccccc1OCCC(=O)OCC(=O)Nc1ccc(Br)cc1F
(48) Cn1nc(-c2ccc(C(=O)Nc3ccc(F)cc3)cc2)c2ccccc2c1=O
(49) CC(=O)Nc1ccc(OCC(=O)NC(C)c2ccc(F)cc2)cc1 (configuration not stated)
(50) O=C(O)C1OC(C(=O)O)C2C1C(F)(F)C2(F)F (configuration not stated)

Screen / compound no.	41	42	43	44	45	46	47	48	49	50
zfTRPN1 agonist	-0.6	0.4	0.7	-0.7	-2.5	-0.4	0.9	0.7	-0.3	1.3
CHOP inh	-7	16	-27	73*	0	59	10	101*	10	-13
S1P4 antagonist	4	-11	10	-4	-13	3	-20	-7	-1	8
EP2 modulator	-4	25	-19	29&32	26	38	-21	-28	-5	13
NPY2 pot ag	1	8	6	-3	-1	7	-14	-3	4	-8
S1P4 ag	-1.8	1.9	-1.3	-0.1	1.2	-2.9	0.2	-1.0	1.9	-0.1
TRPML3 agonist	-0.5	0.8	0.4	0.4	-0.6	1.0	-0.1	0.4	0.3	0.8
NPY1 pot ag	-1	20	-14	4	-5	3	-23	2	10	0
NPY Y1 blocker	0	-1	0	-3	3	-5	4	0	3	3

From PubChem BioAssay
